RNase H inhibition – RNase H inhibition, HIV 1 Gag Pol polyprotein, FRET biochemical assay, screening (AID 372); HIV-1 RT RNase H, FRET RNA/DNA substrate fluorescence; higher % means a stronger effect; inhibition, % at 10 µM; hits with a dose series show IC50 in µM; hit rate 0.77% among 100,000; in the data active means inhibition above about 50%
* = called active by the depositor. Only part of the results is shown; rates above refer to the full screens.

Structure	RNase H inhibition
O=C(NNc1ncc([N+](=O)[O-])cc1[N+](=O)[O-])c1ccncc1	11%
Cc1ccc(S(=O)(=O)NC(=O)N2CCc3ccccc32)cc1	1%
O=C(c1ccc(OCc2ccccc2)cc1)N1CCN(c2ccc([N+](=O)[O-])cc2)CC1	16%
CCOc1cc(/C=N\NC(=O)CNc2ccccc2C)cc(I)c1O	13%
O=C(NN=C1c2ccccc2-c2ccccc21)c1ccc(O)cc1O	14%
O=C(COc1ccc2ccccc2c1)NCc1ccc(Cl)cc1	3%
Cc1ccc(NC(=O)c2ccc([N+](=O)[O-])cc2)c(C)c1	1%
CC(C)CCNC(=O)c1ccccc1[N+](=O)[O-]	11%
Clc1ccc(-c2noc(COc3ccc4ccccc4c3)n2)cc1	0%
COc1cc(C=Nc2ccc(S(N)(=O)=O)cc2)ccc1O	5%
Cc1cc(C)c(C)c(OCCCCCCN2CCOCC2)c1	2%
FC(F)(F)c1ccc(C=NN2CCN(C3c4ccccc4-c4ccccc43)CC2)cc1	10%
COc1cc(/C=C2/SC(N)=NC2=O)ccc1Oc1ccc([N+](=O)[O-])cc1[N+](=O)[O-]	12%
COC(=O)c1ccc(/C=N/NC(=O)Cc2cccc3ccccc23)cc1	0%
Cc1cc(=O)c2cc(Br)ccc2[nH]1	15%
CCCCOP(=O)(OCCCC)C(Nc1ccccc1)c1ccc(OC)cc1 (stereo not given)	4%
COc1ccc(C(=O)NNC(=O)c2ccc(OC)cc2OC)cc1	6%
Cc1cc2c(cc1C)-c1c(sn(-c3ccc(Cl)c(Cl)c3)c1=S)C(C)(C)N2	15%
COC(=O)CCN(C(=O)c1ccc(F)cc1)c1ccccn1	3%
COc1ccc(CSc2nc3ccccc3[nH]2)cc1	3%
CC1=NN(c2ccc(C(=O)O)cc2)C(=O)/C1=C\c1ccc(Br)cc1	0%
Cc1ccc([N+](=O)[O-])cc1Cc1ccc(Cl)cc1	4%
CCOC(=O)C1=C(C)NC(=O)CC1c1ccccc1OC (stereo not given)	1%
COc1cc(/C=C2/SC(=S)NC2=O)ccc1OCc1ccc(I)cc1	26%
COc1ccc(C2=CC=C(c3ccc(OC)cc3)C2)cc1	8%

Structure	RNase H inhibition
Cc1ccc(OCCOCCOc2ccc(Br)cc2/C=N\NC(=O)c2ccncc2)cc1	9%
COc1ccccc1CC(=O)N1CCN(c2ccc([N+](=O)[O-])cc2)CC1	0%
O=C(Nc1ccc(NC(=O)c2ccc(Cl)c(S(=O)(=O)N3CCCCC3)c2)cc1)c1ccccc1	26%
CCOC(=O)c1c(NC(=O)Nc2ccccc2)sc2c1CCCCCC2	0%
COc1ccc2c(c1)c(=O)oc1c(C)c(OC(C)C(=O)c3ccccc3)ccc12 (stereo not given)	5%
Cc1ccc(C(=O)COC(=O)C(C(C)C)N2C(=O)C3C4C=CC(C4)C3C2=O)cc1[N+](=O)[O-] (stereo not given)	5%
Cc1nn(C(=O)c2cccc([N+](=O)[O-])c2)c(C)c1Sc1ccc(Cl)cc1	12%
O=C1C(=O)N(c2nccs2)C(c2cccc(Cl)c2)/C1=C(\O)c1ccc(Cl)cc1 (stereo not given)	0%
O=[N+]([O-])c1ccccc1-c1nc(-c2cnc3ccccc3c2)c(-c2ccccc2)[nH]1	11%
Cc1ccc2oc(C(=O)Nc3ccc([N+](=O)[O-])cc3Cl)c(C)c2c1	0%
Cc1c(NC(=O)c2cccs2)cccc1C(=O)O	0%
CCOc1ccc(NC(=O)Nc2nnc(-c3ccccc3I)s2)cc1	6%
COc1ccc(C2CC(C(F)(F)F)n3ncc(C(=O)Nc4cccc(C(C)O)c4)c3N2)cc1OC (stereo not given)	0%
Oc1c(Br)cc(Br)cc1C=Nc1ccc2c(c1)oc1ccccc12	8%
COc1ccc(-c2nc3cc(NC(=S)NC(=O)c4ccccc4OC)ccc3o2)cc1Cl	13%
COc1cccc2c(=O)c(C(=O)O)c[nH]c12	5%
O=C(Cn1c2ccccc2c(=O)c2ccccc21)N/N=C/c1ccc(N2CCCC2)c([N+](=O)[O-])c1	45%
COc1ccc(OC)c(Nc2nc(-c3c(C)nc4ncccn34)cs2)c1	15%
Cc1ccc(CO/N=C(\N)c2nonc2N)c(C)c1	10%
COc1cc(CN2CCN(Cc3cccc(Cl)c3)CC2)cc(OC)c1	8%
COc1ccc(C(=O)Nc2cc([N+](=O)[O-])ccc2OC)cc1	16%
CCOc1cc(C(=O)Nc2cccc(C(C)=O)c2)cc(OCC)c1OCC	6%
O=C1NC(=S)N(c2ccc(Cl)cc2)C(=O)/C1=C/c1ccc(-c2ccc(F)cc2)o1	25%
COc1ccc(OCCCCOc2ccc(Cl)cc2Cl)cc1	27%
CCCCOc1ccc(-c2nc(-c3ccc(C)cc3)no2)cc1	23%

| mol | RNase H inhibition |
| --- | --- |
| Cc1c(Cc2ccccc2)c(=O)oc2cc(OCc3ccc([N+](=O)[O-])cc3)ccc12 | 14% |
| CCOC(=O)c1c(NC(=O)c2ccc([N+](=O)[O-])cc2)sc2c1CCCCC2 | 12% |
| CC(C)c1ccc(C2/C(=C(\O)c3ccccc3)C(=O)C(=O)N2c2cccnc2)cc1 (stereo not given) | 3% |
| CCc1cc(C)cc(OCC(O)Cn2cnc3cc(C)c(C)cc32)c1 (stereo not given) | 6% |
| Cc1cc(-n2ccnc2C)n2c(nc3ccccc32)c1C#N | 5% |
| Cc1ccc(OCC(=O)Nc2cccc(C)n2)cc1 | 2% |
| Cc1ccc(-n2ncnc2-c2cccc(Cl)c2)cc1Cl | 7% |
| Cc1cc(C)cc(N2C(=O)NC(=O)/C(=C\c3ccc(OC(C)C)cc3)C2=O)c1 | 0% |
| CNc1ccc(C(=O)N(C)C2CCS(=O)(=O)C2)cc1[N+](=O)[O-] (stereo not given) | 3% |
| COc1cccc(OCCOCCOc2cc(C)ccc2C(C)C)c1 | 13% |
| Cc1ccc(NC(=O)/C=C\C(=O)O)cc1I | 4% |
| CCCNC(=O)Cn1c(=O)sc2ccccc21 | 0% |

| mol | RNase H inhibition |
| --- | --- |
| CN(Cc1coc2ccc(Cl)cc2c1=O)Cc1cccc2ccccc12 | 10% |
| O=C(NC(=S)Nc1ccc2oc(-c3cccc(Br)c3)nc2c1)c1ccco1 | 1% |
| COc1cccc(C(=O)Nc2ccc3oc(-c4cccc5ccccc45)nc3c2)c1 | 11% |
| CCCCC(CC)c1nnc(N)s1 (stereo not given) | 15% |
| O=C1CC(N2CCC(Cc3ccccc3)CC2)C(=O)N1c1ccc(F)cc1 (stereo not given) | 13% |
| Cn1c(=N)n(CCOc2ccccc2)c2ccccc21 | 0% |
| COc1ccc2occ(C(=O)c3ccccc3)c2c1 | 10% |
| COc1cc(C(NC(=O)c2ccccc2)NC(=O)c2ccccc2)ccc1OCc1ccccc1 | 28% |
| COC(=O)Nc1ccc(S(=O)(=O)C(F)F)cc1 | 8% |
| Cc1ccc(OCc2nnc(NC(=O)Nc3ccc(Cl)cc3)s2)c(C)c1 | 24% |
| O=C(CSc1nnc(-c2cccc(F)c2)n1-c1ccccc1)NCCOc1ccccc1 | 9% |
| COc1ccc(N2C(=O)/C(=C\C=C\c3ccc(N(C)C)cc3)SC2=S)cc1 | 20% |

Quoted from the listing:
`Cn1c(=N)n(CCOc2ccccc2)c2ccccc21` @ RNase H inhibition = 0%
`COc1ccc2occ(C(=O)c3ccccc3)c2c1` @ RNase H inhibition = 10%
`Cc1ccc(OCc2nnc(NC(=O)Nc3ccc(Cl)cc3)s2)c(C)c1` @ RNase H inhibition = 24%
`COC(=O)Nc1ccc(S(=O)(=O)C(F)F)cc1` @ RNase H inhibition = 8%

Returning to the listing, repeating the three entries before the break.
| mol | RNase H inhibition |
| --- | --- |
| Cc1ccc(OCc2nnc(NC(=O)Nc3ccc(Cl)cc3)s2)c(C)c1 | 24% |
| O=C(CSc1nnc(-c2cccc(F)c2)n1-c1ccccc1)NCCOc1ccccc1 | 9% |
| COc1ccc(N2C(=O)/C(=C\C=C\c3ccc(N(C)C)cc3)SC2=S)cc1 | 20% |
| CN(C(=O)COc1ccc2ccccc2c1)c1ccccc1 | 0% |
| O=C1NC(=O)N(c2cccc(F)c2)C(=O)/C1=C/c1ccc(-c2ccc(C(=O)O)c(Cl)c2)o1 | 19% |
| Cc1ccc(-c2nc3cc(Cl)cc(Cl)c3o2)cc1NC(=O)Cc1ccc(Cl)cc1 | 38% |
| Cc1c(Cl)cccc1-c1ccc(C(=O)N2CCN(c3ccc([N+](=O)[O-])cc3Cl)CC2)o1 | 14% |
| COc1ccc(OCCOc2c(Cl)cc(/C=C3\SC(=S)N(C)C3=O)cc2OC)cc1 | 3% |
| CC(=O)Oc1ccc(C2C(C(=O)OCCc3ccccc3)=C(C)NC3=C2C(=O)CC(c2ccccc2)C3)cc1 (stereo not given) | 8% |
| O=C(COc1ccc(I)cc1)Nc1ccc2c(c1)oc1ccccc12 | 16% |
| COc1cc2c(cc1OC)CC1(CCCC1)N=C2 | 0% |
| COc1ccccc1CN1CCc2ccccc2C1 | 1% |
| COc1ccc(CC(=O)NNC(C)=O)cc1OC | 13% |
| CCOc1ccc(C(=O)NC(=S)Nc2ccccc2F)cc1[N+](=O)[O-] | 6% |
| CC1=C(C(=O)Nc2ccc(Cl)cc2)C(c2ccc(Br)cc2)NC(=S)N1 (stereo not given) | 12% |

Quoted from above (2 entries):
| mol | RNase H inhibition |
| --- | --- |
| CN(C(=O)COc1ccc2ccccc2c1)c1ccccc1 | 0% |
| O=C1NC(=O)N(c2cccc(F)c2)C(=O)/C1=C/c1ccc(-c2ccc(C(=O)O)c(Cl)c2)o1 | 19% |

In another format: results already given
COc1cc2c(cc1OC)CC1(CCCC1)N=C2
  RNase H inhibition: 0%
COc1ccccc1CN1CCc2ccccc2C1
  RNase H inhibition: 1%
COc1ccc(CC(=O)NNC(C)=O)cc1OC
  RNase H inhibition: 13%
CCOc1ccc(C(=O)NC(=S)Nc2ccccc2F)cc1[N+](=O)[O-]
  RNase H inhibition: 6%

The list goes on:
| mol | RNase H inhibition |
| --- | --- |
| COc1ccc(-c2nc(SCC(=O)c3ccccc3)n[nH]2)cc1 | 0% |
| NC1=NC(=O)/C(=C/c2cccc(OCc3cccc4ccccc34)c2)S1 | 4% |
| CCOc1ccc2ccccc2c1C=C1C(=O)NC(=S)NC1=O | 17% |
| CCOC(=O)c1ccc(N2C(=O)NC(=O)/C(=C\c3ccc(N(C)C)cc3)C2=O)cc1 | 0% |
| COC(=O)c1ccc(/C=N/NC(=O)CSc2nnc(-c3ccccc3)n2-c2ccccc2)cc1 | 8% |
| O=[N+]([O-])c1cccc(CN2CCN(C/C=C/c3ccccc3)CC2)c1 | 7% |
| Cc1ccc(C(=O)c2ccc(Br)cc2)cc1S(=O)(=O)Nc1ccc(Cl)cn1 | 5% |
| COc1cc(/C=N/NS(=O)(=O)c2ccc(Cl)cc2)cc(OC)c1OC | 13% |
| CN(C)c1ccc(C=Nc2ccc3nc(-c4ccc(Cl)cc4Cl)[nH]c3c2)cc1 | 20% |
| CNS(=O)(=O)c1ccc(OC)c(OC)c1 | 1% |
| CCN1C(=O)/C(=C\c2ccco2)SC1=S | 22% |
| CCOc1ccc(C(=O)Nc2ccc3nn(-c4ccc(OCC)cc4)nc3c2)cc1 | 12% |

| mol | RNase H inhibition |
| --- | --- |
| Cc1ccc2nc(-c3ccccc3)c(C)c(C(=O)OCC(=O)c3ccccc3)c2c1 | 12% |
| COc1ccccc1OCCOc1c(C)ccc(C)c1C | 3% |
| COc1ccc(C(=O)NC(=S)Nc2cc(-c3nc4ccccc4o3)ccc2C)cc1 | 4% |
| CCOc1cccc(OCCOCCOc2ccc([N+](=O)[O-])cc2)c1 | 21% |
| CCOc1ccc(N2C(=O)/C(=C/c3ccccc3OC)C(=O)NC2=S)cc1 | 0% |
| COc1cc(C(=O)O)c(-n2c(C)ccc2C)cc1OC | 13% |
| O=C(N/N=C\c1ccc(CNS(=O)(=O)c2ccc(Cl)cc2)o1)C(=O)Nc1ccc(Oc2ccccc2)cc1 | 42% |
| C=CCc1cccc2cc(C(=O)Nc3cccc(C(C)=O)c3)c(=O)oc12 | 14% |
| O=C(NCC(O)c1ccccc1)c1cccc(Cl)c1 (stereo not given) | 4% |
| COc1cc(C(=O)Nc2nnc(CCS(=O)(=O)c3ccc(C)cc3)s2)cc(OC)c1OC | 5% |
| O=CNc1ncc(-c2nc3ccccc3[nH]2)s1 | 9% |
| COc1cc(C(=O)Nc2cccc(S(N)(=O)=O)c2)ccc1OCc1ccc(Cl)cc1 | 10% |

| mol | RNase H inhibition |
| --- | --- |
| COc1cc(/C=C2\SC(=S)N(C(Cc3ccccc3)C(=O)O)C2=O)ccc1O (stereo not given) | 0% |
| C=CCNc1nc(NCC=C)nc(OC)n1 | 5% |
| Cc1ccnc(NS(=O)(=O)c2ccc(NC(=O)C(Cl)Cl)cc2)n1 | 3% |
| CCCc1nc(-c2ccc(F)cc2)no1 | 13% |
| Cc1c(NC(=O)c2ccco2)cccc1[N+](=O)[O-] | 5% |
| OC1COC(Oc2ccc(Br)cc2)C(O)C1O (stereo not given) | 4% |
| O=C(CN(CCc1ccccc1)S(=O)(=O)c1ccccc1)Nc1ccc(Br)cc1 | 16% |
| O=C(Nc1ccc2oc(-c3cccnc3)nc2c1)c1ccc(-c2cccc([N+](=O)[O-])c2)o1 | 1% |
| COc1cccc(C2=NN(C(=O)c3ccncc3)C(O)(C(F)(F)F)C2)c1 (stereo not given) | 4% |
| COc1cccc(-c2nnc(-c3ccc(S(=O)(=O)c4ccccc4)cc3)o2)c1 | 4% |
| Cc1ccc(C(NC(N)=O)c2ccccc2C)cc1 (stereo not given) | 8% |
| CC(C)(C)C(=O)CC(=O)c1ccccc1 | 10% |

| mol | RNase H inhibition |
| --- | --- |
| O=C(O)c1cc(Nc2ccnc3cc(Cl)ccc23)ccc1O | 0% |
| COc1c(-c2cc(-c3ccccc3)n[nH]2)c(O)c(OC)c2occc12 | 6% |
| O=C(NC(=S)Nc1ccc2oc(-c3cccc(I)c3)nc2c1)c1ccccc1 | 19% |
| Cc1cccc(N2C(=O)C(O)=C(C(=O)/C=C/c3ccccc3)C2c2ccc(N(C)C)cc2)c1 (stereo not given) | 10% |
| Cc1cccc(OCC(=O)Nc2ccc(Cl)c(Cl)c2)c1C | 9% |
| CCOC(=O)c1c(N)sc(C(=O)Nc2ccccc2F)c1C | 0% |

Screening results: PubChem, MTDP
